# AT treatment: candidate therapy for ataxia-telangiectasia | […] A-T fibroblasts, KAP-1 phosphorylation AlphaLISA; neocarzinostatin DNA damage 30 min before lysis | Potency, µM (series often up to 57.5 µM), without a hit: at the top dose activation, actives largely listed as activators | 320,000 compounds, 0.19% hits | AID 485349; note: potency is the fitted concentration of half-maximal effect; % of control where 0% means no effect; nearly all actives have a fitted effect of over 45% in size
#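 hTERT-immortalized A-T patient fibroblasts ([…]), 500 cells/well in OPTI-MEM, 1% FBS, got compounds for 60 min, then NCS for 30 min at 37C. Lysates were then assayed for phospho-KAP-1 by AlphaLISA (anti-pKAP1 donor, anti-KAP1 acceptor beads), 6 hr at 25C.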
# BRCA1 expr up: BRCA1 expression activation | 380,000 compounds, 1.1% hits | MCF7-BRCA1-FFLuc reporter, luminescence, 48 h; response scale: scaled: vehicle 0%, 10 µM genistein 100% | Potency, µM (titrated, usually from 46.1 µM), for the others: top-dose activation, most hits filed as activators; note: potency is the fitted concentration of half-maximal effect; nearly all actives have a fitted effect of over 80% in size; some results filed as inactive show a strong effect at the top dose
#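 Activators of BRCA1 expression were detected as increased firefly luciferase luminescence in engineered MCF7 cells after 48 h compound incubation. Signals were scaled to genistein 10 microM as full activation.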
# PTAP TSG101 blk: blocks PTAP/TSG101 interaction to inhibit HIV-1 budding; Q99816; Fluorescence polarization, FITC-PTAP peptide / Tsg101 binding; Potency, µM (top dose mostly 115 µM), for inactives: at the highest dose activity change, negative = inhibition, hits mostly inhibitors; 340,000 tested, under 10 active; AID 493005; active = well fitted inhibition curve with a large enough effect in the main read-out, with a control signal flat, not every such curve was filed as active; inconclusive = small, poorly fitted or top-dose-only effect, or effect the other way, or a change in a side signal; inactive = no such curve, though single readings can be large or run the other way; note: potency is the fitted concentration of half-maximal effect; % of control where 0% means no effect
# Target sequence (Q99816 whole entry, looked up): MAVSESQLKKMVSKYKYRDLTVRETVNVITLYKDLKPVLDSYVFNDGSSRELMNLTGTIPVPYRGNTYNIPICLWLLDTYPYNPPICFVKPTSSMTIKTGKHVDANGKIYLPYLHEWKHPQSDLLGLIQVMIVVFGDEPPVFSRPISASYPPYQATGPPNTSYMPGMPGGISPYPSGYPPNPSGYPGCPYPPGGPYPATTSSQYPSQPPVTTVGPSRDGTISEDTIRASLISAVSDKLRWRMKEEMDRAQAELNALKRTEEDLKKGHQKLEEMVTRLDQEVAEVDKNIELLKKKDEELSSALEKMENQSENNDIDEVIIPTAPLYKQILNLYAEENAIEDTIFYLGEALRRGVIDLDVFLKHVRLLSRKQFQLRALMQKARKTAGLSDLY
#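 Compounds were pin-transferred onto Tsg101 binding domain (10 uM final) in HEPES pH 7.5 buffer, then FITC-PTAP peptide was added at 50 nM final. After 20 min at RT, polarization reported peptide displacement across a qHTS concentration series.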
# a7 integrin act: activators of alpha7 integrin expression for muscular dystrophy. Potency, µM (top dose mostly 38.3 µM), inactives show top-dose activation, usual class: activators. AID 624291. 350,000 compounds, 0.064% hits. alpha7betagal myoblasts, beta-gal FDG fluorescence, 48 h;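 note: potency is the fitted concentration of half-maximal effect; 100% = response of the positive control SU9516; nearly all actives have a fitted effect of over 60% in size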
#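 alpha7betagal+/- myoblasts (passage 13, 250/well) treated 48 h at 37C with compounds at 1:260 dilution of DMSO stock. Lysed, then beta-galactosidase activity read as FDG fluorescence (ex 480/em 540) after 30 min, with pre-read for autofluorescence.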
# CXXC DNA block: blocks binding of human MLL CXXC domain to DNA; Q03164; MLL-CXXC / FITC-HOXA9 DNA fluorescence polarization; Potency, µM (top dose mostly 115 µM), for the others: top-dose activity change, negative = inhibition, most hits filed as inhibitors; 290,000 compounds, 0.037% hits; active = well fitted inhibition curve with a large enough effect in the polarisation, with a control signal flat, not every such curve was filed as active; inconclusive = small, poorly fitted or top-dose-only effect, or effect the other way, or a change in a side signal; inactive = no such curve, though single readings can be large or run the other way; the % refers to the polarisation; note: potency is the fitted concentration of half-maximal effect
#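 Fluorescence polarization: 7 uM MLL-CXXC (stock) preincubated 5 min with compounds, then 50 nM fluorescein-HOX-A9 DNA (stock) added; 30 min ambient. Buffer 50 mM Tris-HCl pH 7.5, 50 mM NaCl, 1 mM DTT, 0.05% BSA.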
# ELG1 repair inh: blocks ELG1-dependent DNA repair in HEK293T cells. HEK293T ELG1-luciferase reporter, luminescence, 16 h; DNA damage induced by 5-fluorouridine. Potency, µM (series often up to 46.1 µM), for inactives: top-dose activity change, negative = inhibition, actives largely listed as inhibitors. 330,000 compounds, 2.3% hits; note: potency is the fitted concentration of half-maximal effect; % is set by controls: 0 for no effect and ±100 for the full control effect; nearly all actives have a fitted effect of over 55% in size
#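 Reporter activity after DNA damage by 5-fluorouridine is monitored. Compound-treated cells incubate 16 hr at 37 °C, then ONE-Glo is added for 30 min before luminescence reading.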
# TCR activator: activates T cell receptor signaling | primary human leukocytes, anti-CD3, IL-2 HTRF, 48 h | 330,000 tested, under 10 active | Potency, µM (top dose mostly 9.22 µM), without a hit: at the highest dose activation of IL-2 secretion, hits mostly activators; note: % of control where 0% means no effect
#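 IL-2 release read by HTRF sandwich (Eu cryptate donor, d2 acceptor, 665 nm emission) after 48 hr exposure of primary human leukocytes to compound together with anti-CD3 beads in the absence of co-stimulatory signals.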
# TRPV1 ag: agonists of human vanilloid receptor 1 (TRPV1); Q8NER1; TRPV1-expressing cells, Fluo-8 calcium influx, agonist mode; activation, % at 8.33 µM; 320,000 compounds, 0.19% hits; in the data active = activation above about 80%; inconclusive = between about 30% and that limit; note: 0% is about no effect
#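 TRPV1-expressing cells were cultured overnight at 35.5C and loaded with Fluo-8 calcium dye for 40 to 90 min at room temperature. After a 10 s baseline, compound was added and calcium influx was read kinetically for 3 min (ex 480/em 520 nm).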
# p53 reactivation: mutant p53 re-activation in reporter cells. H1299 p53-A138V BP100-luciferase reporter, luminescence, 24 h. Potency, µM (top dose mostly 92.2 µM), inactives show top-dose activity change, positive = activation, actives largely listed as activators. 320,000 compounds, 0.063% hits. AID 504706; note: potency is the fitted concentration of half-maximal effect; % of control where 0% means no effect; nearly all actives have a fitted effect of over 45% in size
#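 p53-null H1299 cells stably carrying temperature-sensitive p53-A138V and a BP100-luciferase reporter were pinned with compounds (4-point, 1:5 series) and held 24 hrs at 37 deg C. Luminescence was read 10 min after detection reagent.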
# B2AR arrestin: recruits beta-arrestin to the human beta2-adrenergic receptor | AID 492947 | Potency, µM (highest dose often 46.1 µM), without a hit: at the highest dose activation, usual class: activators | P07550 | beta-arrestin recruitment to beta2AR, cell-based reporter | 330,000 compounds, 0.02% hits;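 note: potency is the fitted concentration of half-maximal effect; 0% = DMSO controls and full agonism = EC100 isoproterenol or metaproterenol; nearly all actives have a fitted effect of over 65% in size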
# Target sequence (P07550 whole entry, looked up): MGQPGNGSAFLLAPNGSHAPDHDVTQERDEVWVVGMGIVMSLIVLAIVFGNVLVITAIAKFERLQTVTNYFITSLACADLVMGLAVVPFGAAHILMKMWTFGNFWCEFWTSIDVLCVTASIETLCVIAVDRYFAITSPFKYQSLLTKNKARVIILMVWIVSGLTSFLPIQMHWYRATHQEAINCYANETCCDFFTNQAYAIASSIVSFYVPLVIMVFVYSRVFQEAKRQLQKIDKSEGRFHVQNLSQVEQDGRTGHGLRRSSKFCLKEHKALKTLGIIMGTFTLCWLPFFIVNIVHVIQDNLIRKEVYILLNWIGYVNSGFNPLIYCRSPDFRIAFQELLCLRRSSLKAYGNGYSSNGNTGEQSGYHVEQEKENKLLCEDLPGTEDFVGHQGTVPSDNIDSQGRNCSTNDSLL
# Starred values were filed as active, the others as inactive; ? = inconclusive; nt = no result given; [ ] = another dose, or the depositor's remark. Unless noted, calls come from the whole dose curve; as a rule, active = well fitted curve in the direction sought with a large enough effect; inconclusive = small, poorly fitted or top-dose-only effect, or another doubt; inactive = no such curve, though single readings can be large; an effect the other way counts as inactive or inconclusive.
mol	AT treatment	BRCA1 expr up	PTAP TSG101 blk	a7 integrin act	CXXC DNA block	ELG1 repair inh	TCR activator	TRPV1 ag	p53 reactivation	B2AR arrestin
Cc1cc[n+](-c2[nH]c(=O)sc2/C=N/NC([S-])=Nc2ccccc2)cc1C	-2%	-5%	?	-5%	?	16%	-1%[46.1 µM]	-6	-20%	-0.3%
Cc1ccc(NC(=O)CCC(=O)NNC(=O)c2ccccc2)c(C)c1	0%	-1%	-3%	25%	16%	3%	1%	-2	-2%	-0.2%
Cc1ccc(OCC(O)CN2CCOCC2)cc1 (stereo not given)	0%	11%	-1%	?	-4%	-10%	5%	-2	7%	-0.5%
CCCC(C)NC(=O)COC(=O)c1ccc2c(c1)C(=O)N(Cc1ccco1)C2=O (stereo not given)	3%	9%	0%	13%	15%	16%	1%	3	-5%	0.5%
COc1ccc(N(CC(=O)Nc2cccc(C)c2C)S(=O)(=O)c2c(C)[nH]c(=O)[nH]c2=O)cc1	nt	7%	-5%	2%	1%	6%	-2%	nt	nt	-0.8%
O=C(Nc1cc(S(=O)(=O)N2CCOCC2)ccc1Cl)c1cc(=O)c2ccccc2o1	?	-5%	-1%	-14%	-4%	16%	3%	8	-1%	-0.5%
COc1ccc(-n2nc3c(c2NC(=O)C(C)Cl)CSC3)cc1 (stereo not given)	3%	-4%	-3%	11%	0%	0%	-3%	-1	0%	0.5%
Cc1ccc(N=C2NC(=O)/C(=C/c3cccnc3)S2)c(C)c1	-5%	-6%	0%	4%	-14%	-25%	-1%	-1	-6%	-1.3%
N#C/C=C(/N)c1ccc(Br)cc1	-1%	-11%	0%	17%[1.53 µM]	-7%	16%	3%	1	-2%	5.1%
COc1ccc(C2C/C(=N\O)C(C)(C)O2)cc1 (stereo not given)	nt	24%	-1%	18%	-8%	-4%	8%	5	-8%	-0.1%
CCOc1ccc(S(=O)(=O)N2CCCCC2)cc1NC(=O)CCNC(=O)c1ccco1	-5%	-8%	8%	-17%	nt	0%	1%	-1	4%	-0.4%
COC(=O)C(C#N)c1nc2ccccc2nc1N1CCCC1 (stereo not given)	-7%	-19%	?	0%	11%	?	2%	10	-4%	0.0%
O=C(COc1cccnc1[N+](=O)[O-])N1CCc2ccccc21	4%	48%	-6%	52%	2%	?	-5%	0	4%	0.2%
CC(=O)Oc1ccc2ccccc2c1C(NC(=O)Cc1ccccc1)c1ccc(Cl)cc1 (stereo not given)	0%	-89%	-3%	-68%[inhibitor]	-3%	-19%	4%	26	-4%	0.5%
Brc1ccc(-c2csc3ncnc(-n4nnc5ccccc54)c23)cc1	nt	-67%	-3%	4%	-12%	?	2%[46.1 µM]	8	-1%	-4.4%
COc1cccc(C(=O)OCC(=O)NCc2ccc3c(c2)OCO3)c1OC	-20%	27%	-1%	-3%	nt	-16%	3%[46.1 µM]	nt	3%	-0.8%
O=C(c1cc(-c2cccnc2)nc2ccccc12)N1CCN(S(=O)(=O)c2ccc(Cl)s2)CC1	nt	-27%	0%	?	nt	nt	-2%	nt	nt	nt
Nc1c(-c2ccc3c(c2)OCCO3)oc2ccccc2c1=O	9%	2.5µM*	0%	?	1%	?	-4%	-2	?	-0.2%
Cc1ccccc1N=Nc1c(C)[nH]n(C(N)=S)c1=O	-2%	29%	-2%	17%	-11%	?	5%[46.1 µM]	-1	?	0.0%
CCN1CCN(c2ncc3c(n2)CC(c2ccc(OC)c(OC)c2)CC3=O)CC1 (stereo not given)	11%	-68%	-1%	-22%	1%	?	-7%	-2	-8%	-0.4%
Oc1ccccc1O	-4%	0%	-10%	nt	-2%	0%	-5%	4	21%	-2.0%
Nc1nc(-c2ccc(Cl)cc2)cc(C(F)(F)F)n1	-4%	-13%	-11%	-2%	4%	27%	-8%	-4	12%	0.2%
CN(C)S(=O)(=O)c1cccc(NC(=O)Cn2cnc3ccccc3c2=O)c1	-13%	4%	-6%	-3%	-14%	-1%	1%	1	-2%	0.0%
CCOC(=O)c1ccc(S(=O)(=O)NNC(=O)c2ccc3c(c2)nc(C)n3CC)cc1	2%	-15%	0%	36%	10%	5%	-7%	-2	-1%	0.0%
CCOC(=O)CSc1nnc2n(Cc3ccccc3)c(=O)c3c4c(sc3n12)CCC4	13%	0%	-2%	2%	11%	7%	9%	-1	-3%	-0.9%
Nc1nc(N)c(N=Nc2ccc(S(N)(=O)=O)cc2)c(=O)[nH]1	-5%	27%	-3%	8%	-6%	25%	-1%	-1	0%	-1.2%
CCOC(=O)C1CCCCN1Cc1cccc(F)c1 (stereo not given)	-4%	-1%	-1%	2%	4%	15%	-1%	9	4%	0.0%
COc1ccc(CCNC(=O)CCCCC(=O)NCCc2ccc(OC)c(OC)c2)cc1OC	nt	-7%	-5%	-7%	nt	nt	0%	nt	nt	nt
COc1ccc(S(=O)(=O)NC(Cc2cnc[nH]2)C(=O)O)cc1 (stereo not given)	-3%	8%	0%	1%	4%	7%	-3%[46.1 µM]	-4	-3%	-0.5%
Cc1cccc(C)c1NC(=O)C(NS(=O)(=O)c1cccs1)c1ccccc1 (stereo not given)	1%	5%	1%	10%	-10%	0%	-3%[46.1 µM]	2	3%	-4.6%
CCC(CC)C(=O)Nc1nnc(S(=O)(=O)N2c3ccccc3CC2C)s1 (stereo not given)	15%	-10%	0%	5%	2%	-12%	3%	2	17%	0.5%
C=CCN(CC=C)S(=O)(=O)c1ccc2nsnc2c1	-1%	9%	-3%	-55%[inhibitor]	2%	-27%	nt	13	-8%	-0.3%
COc1ccc(C(O)Cc2nc3ccccc3n2C)cc1OC (stereo not given)	-5%	11%	1%	-20%	1%	3%	5%[46.1 µM]	1	8%	-0.6%
Cc1c(CN2CCCC(C(=O)c3cccc(Cl)c3)C2)c(=O)n(-c2ccccc2)n1C (stereo not given)	2%	0%	-2%	-9%	0%	-3%	6%	3	2%	-0.1%
O=c1oc2ccccc2c(NCCO)c1[N+](=O)[O-]	-1%	-4%	1%	-1%	-3%	-4%	-2%	3	11%	0.1%
Cc1nn(CC(=O)NC2CCC(C)CC2)c(C)c1[N+](=O)[O-] (stereo not given)	9%	2%	-4%	5%	nt	0%	-1%	1	-11%	-2.0%
N/C(=N\NS(=O)(=O)c1ccc(Cl)cc1)c1ccccn1	nt	-28%	-8%	7%	nt	nt	1%	nt	nt	nt
CCOc1ncccc1C(=O)Nc1nnc(C2CC2)s1	-5%	-37%	-1%	15%	17%	6%	-1%	5	17%	-0.2%
CC(C)NCC(O)COCCOc1ccc(C(C)(C)C)cc1 (stereo not given)	-7%	1%	0%	-33%	-2%	9%	1%[46.1 µM]	-1	-2%	0.3%
COc1cc(C2NCC(c3ccc(Cl)cc3Cl)c3c2[nH]c2ccccc32)cc(OC)c1OC (stereo not given)	3%	-84%[inhibitor]	-2%	-38%	10%	1%	-7%[46.1 µM]	-6	8%	0.2%
CC(=O)Nc1nc(C=C(Cl)Cl)cs1	-11%	39%	-4%	5%	-6%	17%	1%	-2	8%	-0.2%
COc1ccccc1NC(=O)CCc1nnc2ccc(NCc3ccco3)nn12	1%	-13%	-3%	-51%[inhibitor]	21%	9%	-4%	1	-8%	0.2%
O=C(CCCN1C(=O)c2cccc3cccc(c23)C1=O)N1CCN(c2ccc(F)cc2)CC1	9%	-25%	-11%	-392%[inhibitor]	-1%	?	-8%	2	-4%	0.0%
CC(=O)Nc1nc2cccc([N+](=O)[O-])c2s1	4%	13%	-4%	11%	-3%	7%	-1%	-2	4%	-0.4%
O=C(NCC(=O)N1CCCC1C(=O)O)OC1CCCCC1 (stereo not given)	15%	4%	-1%	17%	0%	-4%	-6%	7	3%	3.1%
COc1ccc(CNC(=O)C(CCSC)NC(=O)c2ccco2)cc1 (stereo not given)	1%	0%	-1%	4%	-1%	-6%	-1%	2	0%	0.3%
CCn1ncc(Cl)c1C(=O)Nc1ccc2c(c1)CCC2	10%	nt	nt	nt	2%	?	nt	?	0%	0.4%
O=C(O)c1ccc(NS(=O)(=O)c2ccc(N3CCCC3)c([N+](=O)[O-])c2)cc1	0%	10%	-6%	-8%	4%	13%	-1%	-9	-2%	-0.4%
COc1cc2oc3ccc(C#Cc4ccccn4)cc3c(=O)c2cc1OC	nt	43%	-3%	35%	nt	nt	-2%	nt	nt	nt
O=C1NC(=O)/C(=C/c2cc3c(cc2Br)OCO3)S1	-1%	28%	-14%	-25%	-5%	-4%	3%	-4	8%	0.4%

# Bioassay records as filed in PubChem BioAssay.
